ANO1 activ – mouse TMEM16A channel activation, primary screen. HEK293 TMEM16A/YFP-H148Q/I152L, iodide quench fluorescence; stronger effect = lower value. B-score at 10 µM. 340,000 tested, 0.3% active. AID 623877;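 active means fluorescence-ratio B-score plate-corrected deviation score at least 3 library SD below zero, with starting fluorescence score within 5 deviations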;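 further: channel opened by trigger with iodide after compound preincubation; score built on the fluorescence ratio of max minus min over baseline; more negative score means more quench and so TMEM16A activation or potentiation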
Target sequence (Q8BHY3 whole entry, looked up): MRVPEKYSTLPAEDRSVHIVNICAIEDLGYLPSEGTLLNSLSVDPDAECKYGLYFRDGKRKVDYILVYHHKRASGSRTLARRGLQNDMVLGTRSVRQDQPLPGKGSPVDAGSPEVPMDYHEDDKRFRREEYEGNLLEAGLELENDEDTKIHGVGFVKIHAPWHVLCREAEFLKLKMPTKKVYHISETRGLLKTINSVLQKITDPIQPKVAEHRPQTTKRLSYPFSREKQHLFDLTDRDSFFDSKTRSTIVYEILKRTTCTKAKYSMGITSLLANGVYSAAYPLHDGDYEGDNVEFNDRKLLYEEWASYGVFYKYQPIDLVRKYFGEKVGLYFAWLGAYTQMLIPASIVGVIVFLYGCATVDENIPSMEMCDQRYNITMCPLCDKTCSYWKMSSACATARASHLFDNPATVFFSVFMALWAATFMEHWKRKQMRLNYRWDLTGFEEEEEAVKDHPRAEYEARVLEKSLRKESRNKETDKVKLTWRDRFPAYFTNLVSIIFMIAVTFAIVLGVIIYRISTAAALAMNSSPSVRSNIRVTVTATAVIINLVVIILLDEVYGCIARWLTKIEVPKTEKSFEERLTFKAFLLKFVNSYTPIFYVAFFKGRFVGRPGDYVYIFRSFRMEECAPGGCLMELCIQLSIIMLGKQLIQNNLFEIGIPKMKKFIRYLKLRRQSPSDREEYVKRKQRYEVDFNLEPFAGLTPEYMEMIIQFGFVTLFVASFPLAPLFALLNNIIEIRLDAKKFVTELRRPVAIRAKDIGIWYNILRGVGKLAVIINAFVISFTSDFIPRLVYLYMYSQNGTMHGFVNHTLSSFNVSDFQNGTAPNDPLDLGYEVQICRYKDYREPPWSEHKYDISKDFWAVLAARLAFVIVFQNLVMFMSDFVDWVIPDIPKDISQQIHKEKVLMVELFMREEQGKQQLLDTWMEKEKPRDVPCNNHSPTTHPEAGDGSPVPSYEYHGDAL
Calls only; i = inactive.

Start of the data: the first 2 entries, to show the layout:
SMILES	ANO1 activ
O=[N+]([O-])c1ccc(NN=C(c2ccccc2)c2ccccc2)nc1	i
COc1ccc(C(=O)Nc2cccc(C)n2)cc1S(=O)(=O)N1CCCc2ccccc21	i

This part in full, from the first entry:
SMILES	ANO1 activ
O=[N+]([O-])c1ccc(NN=C(c2ccccc2)c2ccccc2)nc1	i
COc1ccc(C(=O)Nc2cccc(C)n2)cc1S(=O)(=O)N1CCCc2ccccc21	i
COc1ccc2cc(C[C@@H]3CC[C@@H](CO)O3)ccc2c1	i
Cc1ccc(S(=O)(=O)N2CCOCC2)cc1C(=O)OCC(=O)NC1CCCCC1	i
CC(C)Cc1csc(=S)[nH]1	i
O=C(O)c1ccc(NC(=S)Nc2ccc(S(=O)(=O)Nc3ccccn3)cc2)cc1	i
COc1ccccc1NC(=O)CN(Cc1ccco1)C(=O)c1ccc(N2CCCC2=O)cc1	i
COCCN(C(=O)c1ccc(N2C(=O)c3ccccc3C2=O)cc1)c1c(N)n(CC(C)C)c(=O)[nH]c1=O	i
COc1cc(/C=C(/C#N)C(=O)Nc2cc(C(F)(F)F)ccc2Cl)ccc1OCC(=O)Nc1cccc(C(F)(F)F)c1	i
Cc1ccc(NC(C(=O)c2ccccc2)c2ccccc2)cc1 (stereo unspecified)	i
O=C(CCCc1ccccn1)c1ccccc1	i
CN/N=C(\Cc1nc2ccccc2[nH]1)c1ccc([N+](=O)[O-])cc1	i

SMILES	ANO1 activ
Cc1ccc(C)c(S(=O)(=O)N(C)c2ccc(OC(=O)CN3C(=O)NC4(CCCC4)C3=O)cc2)c1	i
O=C(Nc1cc([N+](=O)[O-])c2[nH]c(=O)c3ccccc3c2c1)C(F)(F)F	i
Clc1ccc(C=Cc2ccccn2)cc1	i
CC(=O)c1cccc(S(=O)(=O)N2CCC(C(=O)NC3CCCC3)CC2)c1	i
Cc1ccccc1OCC(=O)OCC(=O)c1c[nH]c2ccccc12	i
O=c1/c(=C\c2cccn2-c2ccccc2)sc2nc3ccccc3n12	i
N#Cc1cccc(S(=O)(=O)NCC(=O)OCC(=O)NCc2ccccc2)c1	i
CC(=O)N1CCN(S(=O)(=O)c2cccc(C(=O)N(C)Cc3ccc(C)o3)c2)CC1	i
Cc1ccc2c(c1)C(=O)CC(c1ccccc1)S2 (stereo unspecified)	i
CCN(C(=O)CSc1nnnn1C)C1CCS(=O)(=O)C1 (stereo unspecified)	i
COc1ccc(NS(=O)(=O)c2cccc(C(=O)N3CCN(S(=O)(=O)c4ccccc4)CC3)c2)cc1	i
O=C(OCC(=O)N1CCN(C(=O)c2ccco2)CC1)c1cccc(F)c1	i

SMILES	ANO1 activ
O=C(NC1CC1)c1cccc(NC(=O)c2cc(S(=O)(=O)N3CCOCC3)ccc2Cl)c1	i
Oc1cccc(C=NNc2ccccn2)c1	i
COc1ccc(S(=O)(=O)N2CCOCC2)cc1NC(=O)/C=C/c1ccccc1	i
COCCCNCc1cc(C)n(-c2cc(S(=O)(=O)N3CCOCC3)ccc2N2CCCC2)c1C	i
O=S(=O)(NN=Cc1ccc(O)cc1O)c1cc(Cl)c(Cl)cc1Cl	i
CN1C/C(=C/c2ccccc2[N+](=O)[O-])C(=O)/C(=C\c2ccccc2[N+](=O)[O-])C1	i
COc1ccc(CN2CCN(C(=O)c3ccc(S(=O)(=O)NCc4ccco4)cc3)CC2)cc1	i
CCCCN(CCCNC(=O)C1CCN(S(=O)(=O)N2CCOCC2)CC1)Cc1ccccc1	i
CCOc1ccc(Br)cc1S(=O)(=O)Nc1cccc(S(=O)(=O)N2CCOCC2)c1	i
COc1ccc(C)cc1NC(=O)CSCc1cc(=O)n2c(C)csc2n1	i
CSCCC(NC(=O)c1ccccc1Cl)C(=O)NCC(c1ccc(F)cc1)N1CCOCC1 (stereo unspecified)	i
C=CCn1c(SCC(=O)N(CC)c2c(N)n(Cc3ccccc3)c(=O)[nH]c2=O)nnc1-c1ccccc1OC	i

SMILES	ANO1 activ
c1ccc(CCNc2ccc3c(c2)Cc2ccccc2-3)nc1	i
Cn1c(=S)c2[nH]c(SCC3CCCO3)nc2n(C)c1=O (stereo unspecified)	i
COC1OC2COC(c3ccccc3)OC2C(=O)C1NC(=O)c1ccccc1 (stereo unspecified)	i
O=C(c1ccc(Cl)cc1)c1cccc(O)c1	i
CC(Sc1nnc(-c2ccco2)n1C)C(=O)Nc1ccc(N2CCOCC2)cc1 (stereo unspecified)	i
COc1ccc(/C=C/C(=O)Nc2ccc(C)c(S(=O)(=O)N3CCOCC3)c2)cc1	i
O=C(COc1ccc(Br)cc1)NNC(=O)c1cc(S(=O)(=O)N2CCOCC2)ccc1Cl	i
O=c1ccc2ccc(O)cc2o1	i
Cn1c(=O)c2[nH]c(CCc3ccncc3)nc2n(C)c1=O	i
O=C(NNC(=O)c1cc2ccccc2o1)c1ccc(F)cc1	i
Cc1nc(N2CCN(S(=O)(=O)c3ccccc3)CC2)c2c3c(sc2n1)CC(C)CC3 (stereo unspecified)	i
N#C/C(=C/C1=C(N2CCOCC2)C(=C/c2ccc(Cl)cc2Cl)/CC1)C(=O)Nc1ccccc1F	i

SMILES	ANO1 activ
O=C(Nc1nnc(C2CC2)s1)c1cc2ccccc2o1	i
Cc1ccc(C)c(SCC(=O)NC(=O)NC2CCCC2)c1	i
COc1cc(OC)c(C(=O)C=Cc2ccc(OC)c(OC)c2)c(OC)c1	i
CSCCC(NS(=O)(=O)c1ccccc1)C(=O)Nc1nccs1 (stereo unspecified)	i
C/C(CC(=O)NC1CCCC1)=N\NC(=O)C1CCCCC1	i
C=CC[C@H](CC(=O)NCCO)C(=O)N[C@H](COC(=O)[C@@H](CC=C)Cc1ccc(F)cc1)C(C)(C)C	i
O=C(NC1CCN(Cc2ccccc2)CC1)c1cc(S(=O)(=O)Nc2ccc(F)cc2)ccc1Cl	i
CCOCC(=O)NC1CCc2cc(OC(=O)COCC)c(OC)c(OC)c2-c2ccc(SC)c(=O)cc21 (stereo unspecified)	i
O=C1COc2cc(O)ccc21	i
CC1(C)N=C(N)N=C(N)N1c1cccc(C#N)c1	i
COc1ccccc1/C=C/C(=O)OCC(=O)Nc1ccc2c(c1)OCCO2	i
CC(C)Oc1cc(C(=O)N2CCC(N3CCCCC3)CC2)ccc1Nc1nnc(Cl)c(Nc2ccccc2S(C)(=O)=O)n1	i

Three entries from above, reformatted.
SMILES: COc1cc(OC)c(C(=O)C=Cc2ccc(OC)c(OC)c2)c(OC)c1
  ANO1 activ = i
SMILES: O=C1COc2cc(O)ccc21
  ANO1 activ = i
SMILES: O=C(Nc1nnc(C2CC2)s1)c1cc2ccccc2o1
  ANO1 activ = i

Next part:
SMILES	ANO1 activ
COc1ccc(C)cc1S(=O)(=O)N1c2ccc(C)cc2C2CN(C)CCC21 (stereo unspecified)	i
O=C(CC(=O)c1ccccc1)c1ccccc1	i
O=C(Oc1ccc(-c2ccccc2)cc1)c1ccco1	i
COc1ccc(OC)c(N=Nc2c(O)c3ccccc3[nH]c2=O)c1	i
Cc1ccc(CN(C)C(=O)c2ccc(S(=O)(=O)N(C)c3ccccc3)cc2)o1	i
CCN(CC)CCN(C(=O)/C=C/c1cccs1)c1nc2ccc(OC)cc2s1	i
CCC1(CC)SC(N)=NC1=O	i
CCN1C[C@@H]2[C@@H]3C(=O)N(Cc4ccccc4)C(=O)[C@@H]3[C@](C)(C1=O)N2C(=O)c1ccc(Br)cc1	i
CC(C)Cn1c(N)c(C(=O)CSc2ncn[nH]2)c(=O)n(C)c1=O	i
CCCCn1c(N)c(C(=S)NC(=O)CC(C)C)c(=O)n(C)c1=O	i
CCOc1cc2[nH]c(=S)n(CCCN3CCN(C)CC3)c(=O)c2cc1OCC	i
C[C@@H]1C(c2cccc(Cl)c2)=NN(c2ccccc2)[C@H]1C(=O)N1CCOC1=O	i

SMILES	ANO1 activ
COC1OC2COC(c3ccccc3)OC2C(O)C1N (stereo unspecified)	i
O=C(COC(=O)CCC(=O)c1cccs1)NC1CCCCC1	i
Cc1nc(SCC(=O)NC2CCS(=O)(=O)C2)c2c3c(sc2n1)CCCC3 (stereo unspecified)	i
CC(OC(=O)c1ccc(F)c(S(=O)(=O)N2CCOCC2)c1)C(=O)NC1CCCC1 (stereo unspecified)	i
CN(C)c1ccc(C=c2c3cc(O)ccc3n3c2cc(-c2ccccc2)[n+]3C)cc1	i
CCOC(=O)c1c(C)oc2c1c(CN1CCN(CCO)CC1)c(O)c1ccccc12	i
Cc1ccc(S(=O)(=O)N2CCN(C(=O)C3CCN(c4ncnc5sc(C)c(C)c45)CC3)CC2)c(C)c1	i
CCc1cc2c(cc3c(=O)n(CC(=O)NCCCN4CC(C)CC(C)C4)ncn32)s1 (stereo unspecified)	i
CCOc1ccccc1NC(=O)COC(=O)c1c[nH]c2ccccc12	i
O=C1N(Cc2ccccc2)CC2(Br)COCOC12O (stereo unspecified)	i
Oc1cccc(CCc2ccccn2)c1	i
O=C(CN1C(=O)NC(c2ccccc2)(c2ccccc2)C1=O)NCc1cccs1	i

SMILES	ANO1 activ
CCOC(=O)c1ccccc1NC(=O)COC(=O)Cc1ccccc1F	i
CSc1ncnc2ncn(C)c12	i
Cc1ccc(Sc2ncnc3onc(C)c23)c(C)c1	i
N#Cc1ccccc1NC(=O)CNc1cc(S(=O)(=O)N2CCOCC2)ccc1NCC1CCCO1 (stereo unspecified)	i
COCCn1c(SCC(=O)NC2CCCC(C)C2C)nc2ccccc2c1=O (stereo unspecified)	i
O=C(CN1CCCC1c1cccs1)Nc1cc(S(=O)(=O)N2CCCCC2)ccc1Cl (stereo unspecified)	i
Cn1c(=O)c2[nH]c(CCCc3ccc([N+](=O)[O-])cc3)nc2n(C)c1=O	i
O=c1[nH]c2cc([N+](=O)[O-])ccc2c2ccccc12	i
COc1cc(OC)c2c(-c3cccc(-c4cccc(C)c4)c3)cc(=O)oc2c1	i
COc1cc(/C=C2\SC(=O)N(Cc3ccc(Cl)cc3)C2=O)cc([N+](=O)[O-])c1O	i
Cc1cc(C)c(C)c(S(=O)(=O)N2CCC(C(=O)N3CCN(c4ccc(F)cc4)CC3)CC2)c1C	i
COc1ccccc1C=NNc1ccc([N+](=O)[O-])cn1	i

SMILES	ANO1 activ
O=c1[nH]cnc(O)c1C1C=CC=CC=C1	i
CN(C)c1nc(NNC(=O)c2ccccc2)nc(N(C)C)n1	i
Cc1ccc(S(=O)(=O)N2CCN(C(=O)CN3C(=O)NC(C)(CCC(C)C)C3=O)CC2)c(C)c1 (stereo unspecified)	i
N#CC(OC(=O)c1ccccc1)c1ccccc1 (stereo unspecified)	i
CC(Sc1n[nH]c(=O)n1Cc1ccccc1)C(=O)NCC1CCCO1 (stereo unspecified)	i
O=C1CC2C(CCC23OCCO3)c2ccc3ccccc3c21 (stereo unspecified)	i
CCc1ccc(CCC(=O)N2CCN(S(=O)(=O)c3sc(C(=O)O)c(C)c3C(=O)O)CC2)cc1	i
Cc1cccc(OCc2ccccc2)n1	i
COc1cccc(NC(=O)CN2C(=O)NC3(CCCc4ccccc43)C2=O)c1 (stereo unspecified)	i
COc1ccc(C=NNC(=O)CCCCC(=O)NN=Cc2ccc(OC)cc2)cc1	i
N#Cc1ccc(OCC(=O)OCC(=O)c2ccc[nH]2)cc1	i
COc1ccccc1N1CCN(C(=O)c2nn(-c3ccccc3OC)c(=O)c3ccccc23)CC1	i

Sorted by length of the SMILES (ascending): part of the list above.
SMILES	ANO1 activ
O=C(Nc1nnc(C2CC2)s1)c1cc2ccccc2o1	i
O=C1CC2C(CCC23OCCO3)c2ccc3ccccc3c21 (stereo unspecified)	i
CSCCC(NC(=O)c1ccccc1Cl)C(=O)NCC(c1ccc(F)cc1)N1CCOCC1 (stereo unspecified)	i

New compounds follow:
SMILES	ANO1 activ
Cc1ccc(NC(=O)c2csc(-c3ccccc3)c2C)cc1	i
COc1ccc(NC(=O)c2cc(S(=O)(=O)N3CCCCC3)ccc2C)cc1S(=O)(=O)N1CCOCC1	i
N#Cc1ccc(Oc2ccc(C#N)c(C#N)c2)cc1C#N	i
Cc1cc(O)c(C(C)C)cc1NC(=S)Nc1cc(C(C)C)c(O)cc1C	i
CCOC(=O)c1c(NC(=O)C(C)OC(=O)C2=COCCO2)sc2c1CCCC2 (stereo unspecified)	i
Cc1ccccc1N1CCN(C(=O)c2cccnc2)CC1	i
CSCCC(NC(=O)c1ccccc1Cl)C(=O)NCC1COc2ccccc2O1 (stereo unspecified)	i
CC(=O)Nc1ccc(C(=O)CSc2nnc(-c3ccccc3F)n2CCc2ccccc2)cc1	i
O=C(O)c1cccc(Br)c1	i
O=C(Nc1ccc(-n2cnnn2)cc1)c1cc(S(=O)(=O)N2CCCC2)ccc1Cl	i
Cn1c(=O)[nH]c(=O)c2[nH]c(CO)nc21	i
O=C(COc1nsnc1N1CCOCC1)N1CCOCC1	i

SMILES	ANO1 activ
COc1ccc(NC(=O)N(O)C2(C#N)CCCCC2)cc1	i
Cc1ccnc(NC(=O)CCC(=O)N(CC(=O)NCCc2ccccc2)Cc2ccco2)c1	i
COc1ccccc1OCCNC(=O)CCC(=O)N1CCOCC1	i
CCN(C(=O)COC(=O)c1oc2ccc(OC)cc2c1C)C1CCS(=O)(=O)C1 (stereo unspecified)	i
CCOC(=O)C(=CNc1ccc(N2CCCCC2)c(S(=O)(=O)Nc2ccccc2OC)c1)C(=O)OCC	i
COC(=O)C(CC(=O)CNC(=O)c1ccccc1)NC(=O)c1ccccc1 (stereo unspecified)	i
O=c1cc(SCc2ccc(Cl)cc2Cl)nc[nH]1	i
CSc1ccc(C(=O)Nc2cc(S(=O)(=O)N3CCOCC3)ccc2N2CCOCC2)cc1[N+](=O)[O-]	i

Bioassay records as filed in PubChem.

Only part of the results is shown; rates above refer to the full screens.
